Screening results: PubChem, National Center for Advancing Translational Sciences (NCATS)
RGS4 inhibitor: inhibitors of human regulator of G protein signaling 4; AID 504845; P49798; 390,000 tested, 0.039% active; Potency, µM (doses to about 114 µM), inactives show at the top dose activity change, negative = inhibition, hits mostly inhibitors; Transcreener GDP fluorescence polarization, RGS4-accelerated GTP hydrolysis; note: potency is the fitted concentration of half-maximal effect; % is set by controls: 0 for no effect and ±100 for the full control effect; nearly all actives have a fitted effect of over 75% in size; some results filed as inactive show a strong effect at the top dose
Target sequence (P49798 whole entry, looked up): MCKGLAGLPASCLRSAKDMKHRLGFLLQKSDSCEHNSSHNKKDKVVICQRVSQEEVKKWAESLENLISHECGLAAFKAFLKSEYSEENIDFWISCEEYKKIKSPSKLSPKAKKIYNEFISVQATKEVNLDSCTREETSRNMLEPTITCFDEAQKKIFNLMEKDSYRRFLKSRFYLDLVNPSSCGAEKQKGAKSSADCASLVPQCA
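MLSMR compounds (23 nl, pin-transferred) preincubated 10 min at room temperature with a 500nM (2x) first reagent, then RGS4 at 900nM (2x) plus Transcreener GDP mix added; fluorescence polarization (620/688 nm) read before and after 90 min at 30 °C.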
Pol kappa inh: DNA polymerase kappa (human) inhibition | Potency, µM (doses to about 107 µM), without a hit: at the top dose activity, negative = inhibition, hits mostly inhibitors | 400,000 tested, 0.53% active | purified Pol kappa, fluorescent DNA synthesis assay, 10 min; note: potency is the fitted concentration of half-maximal effect; % is set by controls: 0 for no effect and ±100 for the full control effect
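Kinetic fluorescence screen: compound preincubated 15 min RT with 10 nM enzyme; 50 nM substrate (final) initiates; reads at 0/10 min.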
Anesthetic bind: binds horse apoferritin like a general anesthetic; Potency, µM (series often up to 77.5 µM), inactives show at the highest dose activity change, negative = displacement, hits mostly inhibitors; P02791; apoferritin/1-aminoanthracene competitive binding, fluorescence; AID 485281; 350,000 tested, 0.074% active; note: potency is the fitted concentration of half-maximal effect; % is set by controls: 0 for no effect and ±100 for the full control effect; nearly all actives have a fitted effect of over 20% in size
Target sequence (P02791 2-175 limits assumed): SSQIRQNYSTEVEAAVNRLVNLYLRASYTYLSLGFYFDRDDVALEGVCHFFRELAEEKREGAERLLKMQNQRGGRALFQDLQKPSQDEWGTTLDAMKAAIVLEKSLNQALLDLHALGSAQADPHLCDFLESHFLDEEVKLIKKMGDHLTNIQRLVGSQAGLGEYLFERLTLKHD
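Read-out: endpoint 1-AMA fluorescence, excitation 380 nm and emission 535 nm, after compounds sit 10 min at room temperature with 10 uM horse-spleen apoferritin in 50% saturated 1-AMA/PBS. Values come from four-parameter Hill fits.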
Pol beta inh: blocks human DNA polymerase beta activity; P06746; Pol beta primer extension/strand displacement, fluorescence kinetic; Potency, µM (titrated, usually from 114 µM), for inactives: top-dose activity change, negative = inhibition, most hits filed as inhibitors; 340,000 tested, 1.3% active; note: potency is the fitted concentration of half-maximal effect; % is set by controls: 0 for no effect and ±100 for the full control effect
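Pol beta (10 nM) was preincubated with compound for 15 min at room temperature. The reaction was then started with 50 nM substrate and read immediately and after a further 10 min at room temperature.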
POLH inh: inhibitors of human DNA polymerase eta. Q9Y253. recombinant Pol eta, fluorescent DNA replication assay. Potency, µM (series often up to 114 µM), without a hit: at the highest dose activity change, negative = inhibition, actives largely listed as inhibitors. 390,000 tested, 1.2% active; note: potency is the fitted concentration of half-maximal effect; % is set by controls: 0 for no effect and ±100 for the full control effect
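Pol eta at 10 nM preincubated with compounds 15 min at room temperature; reaction started with fluorescent substrate (50 nM final) and read kinetically at 0 and 10 min.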
12-LOX inh: inhibitors of human 12S-lipoxygenase ALOX12. AID 1671190. P18054. purified 12hLO, xylenol orange hydroperoxide absorbance. Potency, µM (series often up to 108 µM), without a hit: at the highest dose activity change, negative = inhibition, actives largely listed as inhibitors. 580,000 tested, 1.1% active; note: potency is the fitted concentration of half-maximal effect; % is set by controls: 0 for no effect and ±100 for the full control effect
Target sequence (P18054 whole entry, looked up): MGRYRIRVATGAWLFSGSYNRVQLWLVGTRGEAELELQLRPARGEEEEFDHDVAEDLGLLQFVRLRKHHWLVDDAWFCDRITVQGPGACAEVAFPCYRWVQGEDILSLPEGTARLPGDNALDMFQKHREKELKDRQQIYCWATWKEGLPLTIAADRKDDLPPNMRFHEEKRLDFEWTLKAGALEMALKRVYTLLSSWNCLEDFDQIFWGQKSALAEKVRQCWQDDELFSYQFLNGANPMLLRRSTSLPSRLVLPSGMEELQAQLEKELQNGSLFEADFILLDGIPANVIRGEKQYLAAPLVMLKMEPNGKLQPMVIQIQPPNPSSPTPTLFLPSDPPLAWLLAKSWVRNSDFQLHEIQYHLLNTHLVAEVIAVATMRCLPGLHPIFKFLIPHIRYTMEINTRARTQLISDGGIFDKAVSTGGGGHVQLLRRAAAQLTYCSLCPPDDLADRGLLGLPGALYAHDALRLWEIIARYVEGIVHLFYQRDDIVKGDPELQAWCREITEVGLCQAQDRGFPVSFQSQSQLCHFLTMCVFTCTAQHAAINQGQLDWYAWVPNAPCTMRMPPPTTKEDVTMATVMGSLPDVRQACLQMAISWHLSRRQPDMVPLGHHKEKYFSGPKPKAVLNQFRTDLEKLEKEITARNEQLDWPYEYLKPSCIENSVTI
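Purified human 12hLO at 150 nM in 25 mM Hepes, 0.01% Triton X-100, pH 7.0, preincubated 15 min at room temperature with compound. Reaction started with 40 uM arachidonic acid, 30 min at room temperature. Hydroperoxide measured by Fe-xylenol orange, 573/405 nm absorbance ratio.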
ERG-DNA inh: inhibitors of human ERG Ets domain-DNA interaction; 370,000 tested, 0.028% active; Potency, µM (doses to about 76.9 µM), without a hit: at the highest dose FP activity, negative = inhibition, most hits filed as inhibitors; P11308; fluorescence polarization, His-ERG Ets domain / labelled DNA; active = well fitted inhibition curve with a large enough effect in the polarisation, with a control signal flat; inconclusive = small, poorly fitted or top-dose-only effect, or effect the other way, or a change in a side signal; inactive = no such curve, though single readings can be large or run the other way; the % refers to the polarisation;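 note: polarization taken with two DNA probes labelled with fluorescein and Texas red; potency is the fitted concentration of half-maximal effect; % of control where 0% means no effect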
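His-tagged ERG Ets domain (1 uM in the protein solution; 300mM KCl, 50mM Tris-HCl, 1mM EDTA, 1mM DTT, pH 7.5) received compound, then a probe mix of 5 nM fluorescein-DNA and 100nM Texas-615-DNA. Fluorescence polarization was read for both dyes.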
LDHA block: LDHA (human) enzyme inhibition; P00338; purified LDHA, NADH/diaphorase-resazurin fluorescence; active compounds read low; activity change, % (values are at about 110 or 230 µM); 480,000 tested, 0.15% active; AID 1347041; in the data active = activity change below about -30%; inconclusive = mostly about -25% to -30%;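 note: plate controls were DMSO wells for no effect and wells without enzyme for full effect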
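Enzyme activity of human lactate dehydrogenase 5 (2 nM; 0.06 mM NADH, 0.2 mM pyruvate, 5 min, RT) is measured via a resazurin/diaphorase fluorescence readout of residual NADH.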
APE1 inh: APE1 (human) endonuclease inhibition. recombinant APE1, TAMRA/BHQ-2 abasic DNA cleavage fluorescence. 350,000 tested, 0.35% active. P27695. Potency, µM (top dose mostly 65.8 µM), inactives show at the top dose activity change, negative = inhibition, actives largely listed as inhibitors;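 note: potency is the fitted concentration of half-maximal effect; plate controls were vehicle for no effect and reference inhibitor for full effect; nearly all actives have a fitted effect of over 55% in size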
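Step 1: APE1 (0.75 nM) with compound, 15 min RT. Step 2: add 50 nM fluorophore/quencher THF duplex. Step 3: three fluorescence reads 60 s apart (525/598 nm); read 3 minus read 1 = reaction progress.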
* hit, by the source's call; u = inconclusive; x = not tested or not shown; & = joins results of further samples; [ ] = dose if it differs, or a comment. Unless noted, calls come from the whole dose curve; as a rule, active = well fitted curve in the direction sought with a large enough effect; inconclusive = small, poorly fitted or top-dose-only effect, or another doubt; inactive = no such curve, though single readings can be large; an effect the other way counts as inactive or inconclusive. Not all compounds are listed. The share of hits here may be higher or lower than overall.

nr	Compound	RGS4 inhibitor	Pol kappa inh	Anesthetic bind	Pol beta inh	POLH inh
1	CC(C)CN(CCCNC(=O)CC1Oc2ccccc2NC1=O)CC(C)C (stereo not given)	-20%	-8%	-14%	-10%	-2%
2	CC(C)CCCN1CCN=C1N(C)C	7%	-15%	1%	28%	1%
3	Cc1ccc(C)c(CNC(=O)Nc2ccccc2)c1	3%	-5%	-11%	53%	-14%
4	Cc1ccc(N(C)C(=O)N2CCN(S(=O)(=O)c3ccc(C)cc3)CC2)cc1	5%	-11%	-12%	42%	-14%
5	Cc1cc(-c2nc3ccccc3[nH]2)ccc1N	-5%	-7%	-14%	21%	-27%
6	CC1CC(C)CN(CCCNC(=O)CCC(=O)N2CC(C)Oc3ccccc32)C1 (stereo not given)	-1%	-17%	-9%	11%	-10%
7	COc1ccc(N2C(=O)NC3CC2(C)Oc2ccccc23)cc1 (stereo not given)	7%	2%	-4%	-13%	-7%
8	Cc1nc2c(-c3ccccc3)c(C)nn2c(C)c1CCC(=O)NCc1cccc(Cl)c1	16%	-13%	5%	0%	-5%
9	Nc1nc(-c2ccccc2)cn1N	17%	-3%	-1%	14%	-4%
10	O=C(CN1CCCN(Cc2ccc(F)cc2)S1(=O)=O)Nc1ccc2c(c1)OCCO2	-14%	-3%[60.1 µM]	29%	3%	-18%
11	COc1ccc(C(=O)CCC(=O)Nc2cccnc2)c(OC)c1	26%	3%	4%	13%	4%
12	COC(=O)C1=C(C)Nc2c(c(=O)n(C)c(=O)n2C)C1c1cccc(O)c1 (stereo not given)	-20%[56.9 µM]	11%	2%	39%	-14%
13	Cc1cc(C)c(S(=O)(=O)c2ccccc2C(=O)O)c(C)c1	8%	-14%	-8%	-13%	u
14	CC(C)CNC(=O)CSc1nnc(-c2ccc(Cl)cc2)n1N	24%	-5%	-2%	9%	-4%
15	COc1ccc(C(CNC(=O)c2cccc(S(=O)(=O)Nc3ccccc3OC)c2)N2CCOCC2)cc1 (stereo not given)	19%	-17%	x	x	-6%

nr	12-LOX inh	ERG-DNA inh	LDHA block	APE1 inh
1	4%	-2%	2	5%
2	-3%	4%	-4	4%
3	-4%	4%	-2	-3%
4	-3%	3%	-3	-3%
5	10%	0%	-4	-5%
6	-3%	2%	-4	18%
7	0%	-1%	-8	1%
8	-7%	-9%	3	x
9	43%	14%	-1	-2%
10	-19%	1%	4	x
11	-4%	4%	-2	-14%
12	-30%	-6%	-1	12%
13	4%	-7%	-2	1%
14	-1%	20%	-3	15%
15	-19%	4%	-2	-2%

Next section
nr	Compound	RGS4 inhibitor	Pol kappa inh	Anesthetic bind	Pol beta inh	POLH inh
16	COc1cc(C(=O)Nc2ccc(OCC(=O)O)cc2)cc(OC)c1OC	11%	-5%	-1%	2%	-4%
17	Cc1ccc(C(=O)OCC(=O)Nc2ccccc2N2CCOCC2)cc1	19%	-3%	-11%	-18%	-9%
18	c1ccc(C2=Nn3c(nnc3-c3ccco3)SC2)cc1	-28%	5%	u	u	-6%
19	Cn1c(=O)[nH]c(=O)c2c1nc(N1CCCCC1)n2CC(O)COc1ccc([N+](=O)[O-])cc1 (stereo not given)	26%	-11%	5%	23%	1%
20	Clc1cccc(Nc2nc(-c3ccncc3)cs2)c1	-14%	2%	-3%	2%	-17%
21	COc1ccc(-n2nc(C(=O)NCC(=O)NC(C)C)c3ccccc3c2=O)c(OC)c1	-13%	-8%	7%	40%	1%
22	Cc1ccc(C(=O)N/C(=C\c2ccc(Cl)cc2)C(=O)NCC2CCCO2)cc1 (stereo not given)	6%	-3%	-8%	-1%	-8%
23	O=C(Nc1ccncc1Cl)c1ccncc1	-1%	-6%	1%	33%	-2%
24	COc1ccccc1NC1=CC(=O)CC(c2ccccc2)C1 (stereo not given)	-2%	-10%	-13%	16%	-8%
25	O=C1C2CC=CCC2C(=O)N1Nc1ccccc1 (stereo not given)	-25%	-4%	u	-29%	-11%
26	NC(=O)C1CC(O)CN1c1nc(CN2CCOCC2)nc2scc(-c3ccccc3)c12 (stereo not given)	-4%	-22%	-15%	24%	2%
27	C=CCn1c(=NC(=O)c2cccs2)sc2cc(NC(C)=O)ccc21	-12%	17%	-4%	0%	-13%
28	COc1ccc(-n2nc(C(=O)NCC(=O)NCC3CCCO3)c3ccccc3c2=O)cc1Cl (stereo not given)	18%	0%	-22%	27%	-26%
29	CC1CCc2onc(C(=O)Nc3ccc(Cl)cc3)c2C1 (stereo not given)	-9%	1%	-7%	26%	11%
30	Cc1cc(NC(=O)COc2ccc(N(C)S(=O)(=O)c3ccccc3)cc2)no1	23%	-5%	-14%	11%	4%

nr	12-LOX inh	ERG-DNA inh	LDHA block	APE1 inh
16	-24%	3%	-13	0%
17	0%	-3%	-6	-2%
18	u	10%	14&-5	4%
19	11%	-7%	-1	3%
20	-9%	4%	-2	3%
21	5%	12%	-4	-12%
22	1%	0%	-4	2%
23	1%	-2%	-13	17%
24	-24%	-6%	5	3%
25	6%	9%	-2	u
26	-23%	-4%	-8	-3%
27	-7%	-8%	0	-4%
28	0%	5%	-12	-2%
29	3%&-1%	4%	3&-3	x
30	0%	-3%	-8	8%

Reformatted field by field: part of the list above
[19] Cn1c(=O)[nH]c(=O)c2c1nc(N1CCCCC1)n2CC(O)COc1ccc([N+](=O)[O-])cc1 (stereo not given)
  RGS4 inhibitor = 26%
  Pol kappa inh = -11%
  Anesthetic bind = 5%
  Pol beta inh = 23%
  POLH inh = 1%
  12-LOX inh = 11%
  ERG-DNA inh = -7%
  LDHA block = -1
  APE1 inh = 3%

[20] Clc1cccc(Nc2nc(-c3ccncc3)cs2)c1
  RGS4 inhibitor = -14%
  Pol kappa inh = 2%
  Anesthetic bind = -3%
  Pol beta inh = 2%
  POLH inh = -17%
  12-LOX inh = -9%
  ERG-DNA inh = 4%
  LDHA block = -2
  APE1 inh = 3%

[21] COc1ccc(-n2nc(C(=O)NCC(=O)NC(C)C)c3ccccc3c2=O)c(OC)c1
  RGS4 inhibitor = -13%
  Pol kappa inh = -8%
  Anesthetic bind = 7%
  Pol beta inh = 40%
  POLH inh = 1%
  12-LOX inh = 5%
  ERG-DNA inh = 12%
  LDHA block = -4
  APE1 inh = -12%

[22] Cc1ccc(C(=O)N/C(=C\c2ccc(Cl)cc2)C(=O)NCC2CCCO2)cc1 (stereo not given)
  RGS4 inhibitor = 6%
  Pol kappa inh = -3%
  Anesthetic bind = -8%
  Pol beta inh = -1%
  POLH inh = -8%
  12-LOX inh = 1%
  ERG-DNA inh = 0%
  LDHA block = -4
  APE1 inh = 2%

(next part)
nr	Compound	RGS4 inhibitor	Pol kappa inh	Anesthetic bind	Pol beta inh	POLH inh
31	CN(CCc1ccccc1)C(=O)c1ccc(NC(=O)Cc2ccc(NC(=O)C3CCN(C(=O)CCc4ccccc4)CC3)cc2)cc1	-23%	0%	x	x	-23%
32	CCCCc1nc2cc(C(=O)N3CCCCC3CCNC(C)=O)ccc2o1 (stereo not given)	-25%[56.9 µM]	-10%	-4%	-15%	-3%
33	Clc1ccc2nc(Nc3ccccc3Cl)nc(-c3ccccc3)c2c1	3%	1%	-2%	2%	x
34	CC(Sc1ccccc1)C(=O)N/N=C/c1ccccc1 (stereo not given)	-19%	-5%	x	x	-13%
35	CC(=O)c1cccc(S(=O)(=O)NCCC(=O)O)c1	29%	-3%	-3%	0%	-7%
36	O=C(Nc1cc(S(=O)(=O)N2CCOCC2)ccc1N1CCOCC1)c1cccc(S(=O)(=O)N2CCCCC2)c1	-25%[56.9 µM]	12%	3%	33%	-1%
37	COc1ccccc1NC(=O)CSc1nncn1-c1ccccc1	13%	-5%	-13%	2%	0%
38	O=c1cc(O)nc(SC23CC4CC(CC(C4)C2)C3)[nH]1	-35%	-12%	u	u	u
39	O=C(Nc1ccccc1N1CCN(c2ccc(F)cc2)CC1)c1ccccc1	-21%[11.4 µM]	0%	-4%	-23%	-10%
40	Cc1c(CC(=O)NCCC(C)C)c(=O)oc2cc3c(cc12)CCC(C)(C)O3	11%	11%	-1%	18%	-18%
41	CC(=O)N1CCCC1(C(=O)O)c1ccccc1 (stereo not given)	-4%	-9%	2%	-1%	-15%
42	OCCNc1nnc(-c2ccccc2)c(-c2ccccc2)n1	15%	8%	x	x	-13%
43	Cc1cc(C(=O)N/N=C/c2cccc([N+](=O)[O-])c2)c(C)n1-c1ccccc1	-16%	-5%	-12%	10%	-22%
44	COc1ccc(/C=N/Nc2nc(=O)[nH]nc2C)cc1OC	6%	-1%	1%	19%	-5%
45	ON=C1CCCCCCCC1	1%	-11%	x	x	-10%

nr	12-LOX inh	ERG-DNA inh	LDHA block	APE1 inh
31	1%	-18%	2	x
32	1%	-4%	0	2%
33	-26%	-6%	-7	x
34	8%	8%	-4	x
35	-15%	6%	-3	-1%
36	-26%	-1%	2	14%
37	0%	-5%	-3	23%
38	u	-9%	-2	0%
39	7%	0%	9	7%
40	0%	5%	-6	2%
41	-25%	3%	-5	u
42	0%	11%	0	x
43	-30%	-2%	1	0%
44	22%	12%	2	0%
45	u	4%	-7	x
